hcGAS lum: Primary biochemical luminescence assay for human cyclic GMP-AMP synthase inhibitors | Q8N884 | recombinant h-cGAS, ATP depletion, Kinase-Glo luminescence | inhibition, % at 12.5 µM | 290,000 tested, 0.081% active | AID 1259398, 2018;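 further: 0% = vehicle reaction and 100% = reaction without DNA for no activity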
Target sequence (Q8N884 whole entry, looked up): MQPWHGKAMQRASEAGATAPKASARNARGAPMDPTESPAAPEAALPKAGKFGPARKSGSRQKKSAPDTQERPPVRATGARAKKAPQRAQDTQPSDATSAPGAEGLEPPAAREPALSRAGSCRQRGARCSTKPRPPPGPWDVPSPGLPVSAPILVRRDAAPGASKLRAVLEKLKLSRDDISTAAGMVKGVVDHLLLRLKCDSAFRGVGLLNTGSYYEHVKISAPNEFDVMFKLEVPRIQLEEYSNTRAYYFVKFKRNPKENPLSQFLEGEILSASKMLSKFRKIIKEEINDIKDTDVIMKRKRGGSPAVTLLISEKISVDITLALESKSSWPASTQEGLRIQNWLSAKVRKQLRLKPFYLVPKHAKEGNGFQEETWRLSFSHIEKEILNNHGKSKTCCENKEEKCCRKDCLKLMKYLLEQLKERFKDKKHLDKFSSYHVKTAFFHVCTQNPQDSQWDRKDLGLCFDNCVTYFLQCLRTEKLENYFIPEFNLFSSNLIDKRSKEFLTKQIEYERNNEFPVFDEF
mcGAS inh: cyclic GMP-AMP synthase inhibitors, mouse, primary biochemical chemiluminescence. 160,000 tested, 0.15% active. recombinant cGAS, Kinase-Glo ATP depletion luminescence. AID 1259399, 2018. inhibition, % at 12.5 µM. Q8C6L5;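 further: 0% = negative control wells and 100% = reference inhibitor with no enzyme activity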
NPYLR7 ag: agonists of mosquito NPYLR7 receptor, primary screen, cell-based, Aedes aegypti, calcium fluorescence, mosquito biting behavior; activation, % at 10 µM; AID 1259423, 2018; HEK293T NPYLR7/Galpha15, GCaMP6s calcium fluorescence; 270,000 tested, 0.15% active; Aedes aegypti neuropeptide Y-like receptor 7 (NPYLR7); in the data active means activation above about 40%;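 further: 0% = vehicle and 100% = reference agonist at the receptor; some compounds past the cut are filed as inactive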
* marks the source's active call; other numbers are inactive results; . = no result given; & = joins results of further samples. Unless noted, no stated cut-off is given here; in the data, active means inhibition above about 40%; inactive means the rest.

Results follow in this order: hcGAS lum	mcGAS inh	NPYLR7 ag
Cc1cc(C)n2nc(C(=O)NCCS(=O)c3ccccc3)nc2n1 (centres undefined)
→ 8	.	1
CS(=O)(=O)CC(=O)NCCN1CCCC(c2ccccc2)C1 (centres undefined)
→ -6	.	8
COCCN(CC(=O)N(CCc1c[nH]c2ccccc12)Cc1ccccc1OC)C(=O)Nc1ccc(C)c(Cl)c1
→ -2	-5	18
O=C(CCN1CCO[C@@H]2CCCC[C@H]21)Nc1nccs1
→ -20	-8	.
O=C(NC1CCN(c2ccccc2C(=O)NCc2cccnc2)CC1)c1ccccc1F
→ -6	-5	14
CCCNc1ccc(C(=O)NC)cn1
→ -2	-5	11
Cc1nc(C)c(C(=O)NCc2cccnc2N(C)Cc2ccccc2)s1
→ -4	.	16
COc1ccc(C[C@H](N)C(=O)N[C@H]2[C@@H](O)[C@H](n3cnc4c(N(C)C)ncnc43)O[C@@H]2CO)cc1
→ -3	.	-4
CNC(=O)[C@H]1C[C@]2(CCCCN(CCOC)C2=O)N(C(=O)c2ccc(C)cc2)[C@H]1c1ccco1
→ 1	1	-2
COC(=O)c1ccsc1N1C(=O)CC(Sc2ncccc2C(=O)O)C1=O (centres undefined)
→ -4	-5	5
O=C1/C(=C/c2csnn2)COc2c1ccc(Cl)c2Cl
→ -7	.	-2
Fc1ccccc1Nc1nc2ccc(Cl)cc2n2cnnc12
→ -7	-3	12
CCc1nc(C)sc1CNC(=O)c1nnc2nc(C)cc(C)n12
→ -6	.	2
CO[C@H]1CN(C(=O)c2cc(C)nn2C)[C@H]2Cc3c(oc4ccccc34)[C@@H]1C2
→ 0	-7	15
COCC(=O)N1CCCC(C(=O)NCc2cnn(-c3ccccc3C)c2)C1 (centres undefined)
→ 0	-15	9

The list goes on.
Results follow in this order: hcGAS lum	mcGAS inh	NPYLR7 ag
CC1CCCCN1C(=O)CCNC(=O)c1cccnc1 (centres undefined)
→ -7	.	-3
Cc1c(C(=O)NCc2ccc(F)cc2)sc(=O)n1Cc1ccc(F)cc1
→ 0	.	13
O=C(CSC1=NS(=O)(=O)c2ccccc2N1)OCc1ccccc1
→ 0	.	5
COc1ccc(Br)c(-c2nc(Cc3cccs3)no2)c1
→ -4	-9	-1
Cc1noc(-c2cccs2)c1C(=O)NCCSCc1ccccc1
→ -7	-8	30
CCCCOc1ccc(C(=O)Nc2c(-c3ccc(C)cc3)nc3ccc(C)cn23)cc1
→ -3	-5	-6
COc1ccccc1CNC(=O)CNCc1nc2c(C)cccc2o1
→ -2	.	25
Cc1ccc(-c2n[nH]c(=S)n2CC(=O)NCC(c2ccco2)N(C)C)cc1 (centres undefined)
→ -9	-12	-2
O=C(NC(Cc1ccccc1)c1ccccc1)C1CCCN(c2nc(Cc3ccc(Cl)cc3)ns2)C1 (centres undefined)
→ -10	-6	.
Cc1csc(=NN=C2CCCCC2)n1Cc1ccco1
→ -1	0	8
c1ccc(Cc2nc([C@@H]3C[C@H]3c3ccccc3)n[nH]2)cc1
→ -7	.	4
COc1cc(S(=O)(=O)N2CC(C)CC(C)C2)ccc1I (centres undefined)
→ -8	-16	-6
O=C(NC(c1ccccc1)c1ccc2ccccc2n1)C1CCN(CCOc2ccc(Cl)cc2Cl)CC1 (centres undefined)
→ -4	-3	34
CCN(Cc1ccccc1)Cc1nc(-c2cccc(OC)c2OC)oc1C
→ -9	.	1
CC1CCN(C(=O)C(C)Sc2nnc(-c3ccc(F)cc3)o2)CC1 (centres undefined)
→ -10	.	1

Some of the entries so far, in markdown.
| SMILES | hcGAS lum | mcGAS inh | NPYLR7 ag |
| --- | --- | --- | --- |
| Cc1ccc(-c2n[nH]c(=S)n2CC(=O)NCC(c2ccco2)N(C)C)cc1 (centres undefined) | -9 | -12 | -2 |
| O=C(NC(Cc1ccccc1)c1ccccc1)C1CCCN(c2nc(Cc3ccc(Cl)cc3)ns2)C1 (centres undefined) | -10 | -6 | . |
| Cc1csc(=NN=C2CCCCC2)n1Cc1ccco1 | -1 | 0 | 8 |
| c1ccc(Cc2nc([C@@H]3C[C@H]3c3ccccc3)n[nH]2)cc1 | -7 | . | 4 |
| COc1cc(S(=O)(=O)N2CC(C)CC(C)C2)ccc1I (centres undefined) | -8 | -16 | -6 |
| O=C(NC(c1ccccc1)c1ccc2ccccc2n1)C1CCN(CCOc2ccc(Cl)cc2Cl)CC1 (centres undefined) | -4 | -3 | 34 |

(continued)
Results follow in this order: hcGAS lum	mcGAS inh	NPYLR7 ag
COc1ccc(CCN2CC(=O)N(c3ccccc3)C3CS(=O)(=O)CC32)cc1 (centres undefined)
→ -4	.	5
CC1CCC(NC(=O)COC(=O)c2nccnc2C(=O)N2CCOCC2)CC1 (centres undefined)
→ -15	.	0
O=C1NC2(CCCCCC2)C(=O)N1CN1CCN(c2ncccn2)CC1
→ -3	.	-1
Cc1cccc(C)c1Nc1c(Cc2ccccc2)nc2c(OCc3ccccc3)cccn12
→ -1	-5	20
Cc1ccc(S(=O)(=O)Nc2cccc(-c3ccc(S(C)(=O)=O)nn3)c2)s1
→ -10	-7	7
CC(=O)Nc1ccc(Cl)c(C(=O)NCC(C)Oc2cccnc2)c1 (centres undefined)
→ -1	-3	-8
Cc1c(C(=O)N(C)Cc2ccc(F)cc2)sc(=O)n1Cc1ccc(F)cc1
→ -8	.	-2
CC(C)n1cnnc1CCNC(=O)c1cc2ccccc2n1C
→ 5	.	2
O=C(c1ccc(-c2ccn[nH]2)nc1)N1CCCN(c2ncccn2)CC1
→ -10	-13	-2
Cc1cc(=O)c2ccccc2n1CC(N)=O
→ -6	-5	9
O=C1NCCCCCCN(C(=O)c2cc(CN3CCOCC3)on2)[C@H]2CCCC[C@@H]12
→ -1	-2	.
O=C1NC2(CCN(C(=O)c3cccs3)CC2)Nc2cccc(Cl)c21
→ -5	-4	1
CC(C)(C)OC(=O)N1CCC(NCc2ccccc2-c2ccccc2)C1 (centres undefined)
→ -7	.	4
Fc1ccc(OCCSc2nnc3c(Cl)cc(Cl)cn23)cc1
→ -5	.	13
CCCCN(C)c1c(C)nc2ccc(C(=O)NCc3ccc(OC)cc3)cn12
→ -4	-4	-7

The list goes on:
Results follow in this order: hcGAS lum	mcGAS inh	NPYLR7 ag
CC(C)NCC(O)c1ccc(O)c(O)c1 (centres undefined)
→ -1&-7&4&4	-4	15&30&41
CC(C)c1nc(CNc2cccc(OCc3cccc(C#N)c3)c2)no1
→ 0	.	-9
OC(COCc1ccco1)CN(CCc1nc(-c2cccc(C(F)(F)F)c2)no1)Cc1ccco1 (centres undefined)
→ -10	-5	2
CC1(Cc2ccc(OC(F)(F)F)cc2)C(=O)Nc2cc(C(F)(F)F)ccc21 (centres undefined)
→ 2	-1	2
COc1cc(C=C2N=C(c3ccccc3Cl)OC2=O)cc(OC)c1OC
→ -17	.	-1
Cc1nc(C(=O)N[C@@H](C)C(O)(c2ccccc2)c2ccccc2)cs1
→ -3	.	-7
CCN(CC)C(=O)Oc1ccc2c(ccn2Cc2ccc(/C=C/c3ccccc3)cc2)c1-c1ccc(OC)c(OC)c1
→ 1	-4	11
CC(C)Cc1cc(C(=O)N(CC#Cc2ccccc2)C2CC2)n(C)n1
→ -2	-14	-9
COc1cccc(OC)c1C(=O)NC1CCN(c2ccccc2C(=O)N(C)Cc2ccco2)CC1
→ -5	-5	1
CCOC(=O)[C@@H]1CN2CCN(Cc3ccccc3)C[C@@H]2[C@H]1c1ccccc1
→ -3	-7	26
Oc1c(I)cc2oc3c(c2c1C=NCc1ccncc1)CCCC3
→ 0	.	11
O=C(O)C1(CC2CCCCO2)CCN(c2ncnc3ccsc23)CC1 (centres undefined)
→ -7	-14	21
Cc1ccc2oc(-c3ccc(C)c(NC(=O)c4ccccc4)c3)nc2c1
→ -1	-4	1
CC(NC(=O)CCSCc1ccccc1Br)c1ccccc1 (centres undefined)
→ -3	-15	-3
O=S(=O)(c1ccc2c(c1)nc(SCc1c(F)ccc(F)c1F)n2CC1CCCO1)N1CCCC1 (centres undefined)
→ -5	-6	3

Next part
Results follow in this order: hcGAS lum	mcGAS inh	NPYLR7 ag
COc1ccc(CN2CCC2(C)C(=O)NC2CCN(Cc3ccccc3)CC2)cc1 (centres undefined)
→ -9	.	4
COc1ccc(-c2ccc(OCCNC(=O)C3CCCCC3)nn2)cc1
→ -9	-5	-6
CS(=O)(=O)c1ccc(Cl)c(NC(=O)c2ccc(F)c(F)c2)c1
→ -7	.	2
CC(=O)c1ccc(NC(=O)C(C)Oc2ccc(Cl)cc2C(N)=O)cc1 (centres undefined)
→ -1	-17	-3
O=C(CCSc1nnc(-c2ccncc2)o1)Nc1cnc2n1CCCC2
→ -9	-12	.
CNC(=O)CN(Cc1cccs1)[C@@H]1C[C@@H]2CO[C@H](C(C)C)C[C@@H]2C1
→ -1	-6	0
O=C(NCC(O)c1ccccc1)c1ccc(NC(=O)C2CCC2)cc1 (centres undefined)
→ -4	-17	23
COc1cccc(CNC(=O)c2ccc(-c3cc(-c4ccc(Cl)cc4)[nH]n3)cc2)c1
→ -4	-7	25
CCN(CC)C(=O)c1csc(COc2ccc(Cl)cc2)n1
→ -9	-7	-1
Cn1cc(CN2C[C@H](O)C[C@H]2c2nc(C3CC3)no2)c2ccccc21
→ -6	-7	-8
CCn1c(NC(=O)CCc2ccc3c(c2)OCCO3)nc2ccccc21
→ 0	.	1
COc1ccccc1NC(=O)CC1CSc2nc3c(cnn3-c3ccccc3)c(=O)n21 (centres undefined)
→ -11	-8	1
Cc1c(Cl)c([N+](=O)[O-])nn1CC(=O)Nc1sc2c(c1C#N)CCCCC2
→ -7	.	-2
Cc1nc(C)c(Cc2ccccc2F)c(N2CCN(S(=O)(=O)c3ccc(Cl)c([N+](=O)[O-])c3)CC2)n1
→ 3	-1	.
Cc1c(Cl)c(CN(C)Cc2cn[nH]c2)nc2ccccc12
→ -6	.	-1

At a glance, part of the list above.
Results follow in this order: hcGAS lum	mcGAS inh	NPYLR7 ag
COc1ccc(CN2CCC2(C)C(=O)NC2CCN(Cc3ccccc3)CC2)cc1 (centres undefined)
→ -9	.	4
COc1ccc(-c2ccc(OCCNC(=O)C3CCCCC3)nn2)cc1
→ -9	-5	-6
CS(=O)(=O)c1ccc(Cl)c(NC(=O)c2ccc(F)c(F)c2)c1
→ -7	.	2
CC(=O)c1ccc(NC(=O)C(C)Oc2ccc(Cl)cc2C(N)=O)cc1 (centres undefined)
→ -1	-17	-3

(next part)
Results follow in this order: hcGAS lum	mcGAS inh	NPYLR7 ag
CCc1ccccc1NC(=O)NCCNc1cc(N(C)C)nc(C)n1
→ 0	.	1
CC(C)(C)c1ccc(-c2nnc(SCC(=O)NCC(C)(C)N3CCOCC3)n2C2CCCC2)cc1
→ -3	.	4
CN1CCOC(CCNC(=O)c2cccc3cnccc23)C1 (centres undefined)
→ -2	.	-7
O=C(CC1CCCC(CC(=O)c2ccccc2)N1)c1ccccc1 (centres undefined)
→ -7	.	-7
Cc1nn(CC(=O)Nc2ccc(Cl)cc2Cl)c(C)c1[N+](=O)[O-]
→ -1	2	0
CC(=O)N1CCc2cc(NC(=O)C3(C)CCN3Cc3ccccc3Cl)ccc21 (centres undefined)
→ -5	.	-4
Cn1cnnc1CC1CCN(C(=O)c2cccc(Cn3cccn3)c2)CC1
→ -3	-19	1
Cc1ccc(CC(=O)Nc2cc(F)c(S(C)(=O)=O)c(F)c2)cc1
→ -9	.	10
C=CCOCC(O)CN(Cc1ccco1)Cc1c(-c2ccccc2)nn(C)c1Oc1cccc(OC)c1 (centres undefined)
→ -3	-2	-1
O=C(CCC1CCN(Cc2ccccc2C(F)(F)F)CC1)NCc1ccc(F)cc1
→ 0	.	-2
COCCCN(Cc1c(C)nn(-c2cccc(F)c2)c1N1CCN(C)CC1)S(=O)(=O)Cc1ccccc1
→ -9	-5	1
Fc1ccc(Oc2ncnc3sccc23)cc1Cl
→ -6	.	1
Cc1ccc(-c2nc(-c3ccc(NC(=O)c4cccc(Cl)c4)cc3)no2)cc1[N+](=O)[O-]
→ 2	.	-3
Cn1c(S(=O)(=O)Cc2ccc(Br)cc2)nc2ccccc21
→ 2	2	-3
CCCCN(CC(=O)N(CCc1ccc(OC)c(OC)c1)Cc1cccs1)C(=O)c1ccc([N+](=O)[O-])cc1
→ -1	-3	9

(cont.)
Results follow in this order: hcGAS lum	mcGAS inh	NPYLR7 ag
COc1ccc(C(=O)Nc2cccc(-n3nc(OC)nc3-c3ccc(C(F)(F)F)cc3)c2)cc1
→ -3	-5	-1
COc1ccc(NC(=O)c2cc(C)on2)c(OC)c1
→ 2	-1	5
CC(C)NC(=O)c1cc2c(=O)n3ccccc3nc2n1C
→ -7	-6	2
CSCCC(C(=O)O)N1C(=O)/C(=C/c2ccc(O)cc2)SC1=S (centres undefined)
→ -2	1	74*
O=C1OCC(c2ccc3c(c2)OCCCO3)=C1c1ccc(Cl)c(Cl)c1
→ -8	.	1
COc1cccc(CSc2nnc(C(C)NC(=O)c3ccc(Cl)cc3Cl)n2-c2cc(Cl)ccc2Cl)c1 (centres undefined)
→ -6	-3	-1
Cc1ccc(N2C(=O)CSC2c2cccc(NC(=O)c3ccccc3C)c2)cc1F (centres undefined)
→ 0	-3	-18
COc1ccccc1-c1cccc2c1COCC(=O)N2Cc1ccccc1
→ 5	.	3
CC(C)C(NC(=O)c1ccc(S(=O)(=O)C(F)F)cc1)C(=O)N(C)C (centres undefined)
→ -8	.	4
